Compound activity: PubChem, several laboratories
SKKanGAS inh: blocks kanamycin growth of S. pyogenes SKKanGAS strain; BacTiter-Glo, 6 h; inhibition, % at 7.5 µM; 300,000 compounds, 1.3% hits;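 active means mean replicate score, as percent of positive control median, at least 50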;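 further: strain carries kanamycin resistance gene driven by streptokinase promoter and grows in 40 µg/ml kanamycin; loss of luminescence reflects streptokinase promoter inhibition or plain growth inhibition; 0% = median of DMSO wells and 100% = positive control at its reference dose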
TRPC4 PAM: allosterically enhances the mouse TRPC4 cation channel. HEK293 TRPC4beta/mu-opioid, DAMGO EC20, Fluo-4 Ca2+ flux; active compounds read high. 310,000 compounds, 0.42% hits. Q9QUQ5. B-score at 10 µM. AID 2227;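 active means B-score of calcium response area above 5 SD of library B-scores, with initial fluorescence ratio within 5 SD of library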;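 further: B-score of integrated fluorescence ratio over time as area under calcium response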
Target sequence (Q9QUQ5 whole entry, looked up): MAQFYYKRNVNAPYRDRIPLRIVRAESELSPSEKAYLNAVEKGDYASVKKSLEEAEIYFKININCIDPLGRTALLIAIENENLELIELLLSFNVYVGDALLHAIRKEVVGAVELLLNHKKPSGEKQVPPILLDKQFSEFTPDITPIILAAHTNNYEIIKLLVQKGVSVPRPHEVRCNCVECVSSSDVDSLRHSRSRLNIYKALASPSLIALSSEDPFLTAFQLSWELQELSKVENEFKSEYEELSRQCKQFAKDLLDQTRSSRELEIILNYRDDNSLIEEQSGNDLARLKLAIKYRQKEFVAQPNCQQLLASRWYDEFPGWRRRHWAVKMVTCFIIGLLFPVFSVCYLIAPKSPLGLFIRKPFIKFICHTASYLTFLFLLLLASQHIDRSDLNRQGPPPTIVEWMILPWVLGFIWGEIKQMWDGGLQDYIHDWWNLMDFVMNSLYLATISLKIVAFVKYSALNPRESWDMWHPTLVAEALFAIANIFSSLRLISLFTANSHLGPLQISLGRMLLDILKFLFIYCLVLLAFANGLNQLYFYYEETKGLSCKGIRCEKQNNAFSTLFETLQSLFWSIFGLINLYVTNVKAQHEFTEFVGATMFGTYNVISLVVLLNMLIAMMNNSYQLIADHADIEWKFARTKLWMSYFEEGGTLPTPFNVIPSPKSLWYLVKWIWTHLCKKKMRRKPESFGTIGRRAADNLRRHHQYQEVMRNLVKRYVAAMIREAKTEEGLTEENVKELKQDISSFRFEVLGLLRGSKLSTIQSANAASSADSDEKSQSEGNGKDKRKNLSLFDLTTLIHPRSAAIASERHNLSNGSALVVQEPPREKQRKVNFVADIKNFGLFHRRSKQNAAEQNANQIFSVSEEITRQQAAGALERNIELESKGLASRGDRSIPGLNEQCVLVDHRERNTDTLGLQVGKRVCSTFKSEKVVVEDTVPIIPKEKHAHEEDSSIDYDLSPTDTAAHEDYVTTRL
HIF activator: HIF pathway transcriptional activation; U2OS HRE-luciferase reporter, luminescence; normalized: DMSO 0%, desferrioxamine 100%; activation, % at 7.5 µM (by protocol); 300,000 compounds, 0.32% hits; AID 1910;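 active means mean activation of at least 10% of the iron chelator positive control signal, with at least half of replicates also reaching 10%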
aSyn 5UTR inh: 5' untranslated region of α-synuclein, MLPCN primary screen; alpha-synuclein 5'UTR reporter, inhibitor activity; inhibition, % (tested at 7.5 µM); 300,000 compounds, 0.82% hits; in the data active means inhibition above about 60%;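 further: H4 neuroglioblastoma cells stably carrying SNCA 5'UTR luciferase fusion; 0% = DMSO wells and 100% = positive control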
TRPC4 agonist: opens the mouse TRPC4 cation channel. Q9QUQ5. HEK293 TRPC4beta/mu-opioid, Fluo4 calcium fluorescence; active compounds read high. B-score at 10 µM. 310,000 compounds, 0.49% hits. AID 2237;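 active means B-score above 5 SD of library B-scores, and initial fluorescence ratio not above library mean plus 5 SD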;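 further: positive B-score marks a calcium rise read as TRPC4 activation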
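Test system: HEK293 cells stably co-expressing mouse TRPC4beta and mu-opioid receptor | Schedule: Fluo4 dye loading 45 min at room temperature, 110 s recording | Measured by: Kinetic Fluo4 calcium fluorescence, 5 s baseline at 1 Hz | Evaluation: B score of integrated ratio | Controls: Buffer (low) and maximal DAMGO (high)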
IEC-6 cytotox: kills IEC-6 intestinal cells in KLF5 counter-screen. IEC-6 cytotoxicity, luminescence viability. inhibition, % at 5 µM. 290,000 compounds, 0.78% hits; in the data active means inhibition above about 22%;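 further: 0% = plate median of test compound wells and 100% = cytotoxic reference compound wells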
TRPC6 inh: inhibitors of mouse TRPC6 channel; Q61143; HEK293-TRPC6, membrane potential dye, ACh-evoked depolarization; active compounds read low; B-score at 10 µM; 310,000 compounds, 1.1% hits; AID 2553;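 active means B-score under library mean minus 3 SD, initial fluorescence not abnormally high, positive integrated signal ratio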;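 further: B-score derived from integrated fluorescence ratio over the kinetic read; more negative B-score means stronger inhibition of depolarization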
TRPC4 block: inhibitors of mouse TRPC4 channel; Q9QUQ5; HEK293 TRPC4beta/mu-opioid, DAMGO-evoked Fluo4 calcium flux; active compounds read low; B-score at 10 µM; 300,000 compounds, 0.39% hits; AID 2247;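 active means B-score over 3 SD under the library average, no early fluorescence shift, positive overall ratio signal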
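Material: HEK293 cells with stable TRPC4beta plus mu-opioid receptor expression; probe or stimulus: DAMGO in two steps, submaximal then maximal; technique: Fluo4 calcium fluorescence by kinetic imaging, 5 s 1 Hz baseline; measure: integrated fluorescence ratio relative to baseline, converted to per-well B score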
KLF5 inh: kruppel-like factor 5 inhibition | DLD-1 KLF5 promoter-luciferase reporter, luminescence | inhibition, % at 5 µM | 290,000 compounds, 0.23% hits | AID 1700;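 active means inhibition above a per-plate limit of that plate's mean compound inhibition plus 3 SD, cut at about 60% in these data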;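 further: 0% = DMSO wells and 100% = LY294002 at 200 µM; higher means less KLF5 promoter-driven luciferase light; inactives centre near -14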
TRPC6 act: activators of mouse TRPC6 channel | Q61143 | HEK293-TRPC6 membrane potential dye fluorescence; active compounds read high | B-score at 10 µM | 310,000 compounds, 0.13% hits | AID 2550;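 active means B-score of the integrated fluorescence ratio above library mean plus 3 SD, and starting fluorescence ratio within library mean plus 5 SD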;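 further: higher score means more depolarization so channel activation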
MrgX1 antagonist: antagonists of human MrgX1 receptor; Q96LB2; MRGX1-HEK293 calcium flux, Fluo-4, BAM8-22 antagonism; active compounds read low; B-score at 10 µM; 310,000 compounds, 1.3% hits;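 active means calcium-response B-score plate-corrected more than 3 library SD below zero, starting fluorescence within 5 deviations, no agonist response on first addition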;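 further: peak minus trough fluorescence over baseline after final BAM8-22 challenge near maximal dose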
The depositor's hits bear a star; i = inactive; · = no result given.

SMILES | SKKanGAS inh | TRPC4 PAM | HIF activator | aSyn 5UTR inh | TRPC4 agonist | IEC-6 cytotox | TRPC6 inh | TRPC4 block | KLF5 inh | TRPC6 act | MrgX1 antagonist
CCN(CC)S(=O)(=O)c1ccc(-c2nnc(SCC(=O)Nc3ccc(OC)c(OC)c3)o2)cc1 | -2 | i | -0.1 | -1 | i | 1 | i | i | -14 | i | i
CCOC(=O)c1oc2ccc(Br)cc2c1COC(=O)C1=COCCO1 | -8 | i | -0.3 | -17 | i | · | i | i | · | i | i
Cn1c(SC2CCCCC2=O)nnc1-c1ccccc1F (stereo not drawn) | -5 | i | 0.5 | -37 | i | -2 | i | i | -41 | i | i
CC(=O)c1ccccc1NS(C)(=O)=O | -1 | i | -0.3 | 18 | i | 2 | i | i | -4 | i | i
CCOC(=O)c1ccccc1NC(=O)CSc1nc2ccccc2c(=O)[nH]1 | 0 | i | -0.1 | 9 | i | 6 | i | i | -18 | i | i
COc1ccc(NC(=O)CSc2nnc(-c3ccc(C)cc3)n2N)cc1 | 1 | i | -0.4 | -24 | i | 6 | i | i | -9 | i | i
OCC[C@@H]1C[C@H](O)[C@@H](O)[C@@]2(CCCc3ccccc3O2)O1 | 7 | i | -2.9 | 1 | i | 3 | i | i | 21 | i | i
COc1ccc(NS(=O)(=O)c2ccc(S(=O)(=O)N3CCCC3)cc2)cc1 | -3 | i | -0.2 | -13 | i | -1 | i | i | 12 | i | i
O=C(CCSc1nnc2ccc3ccccc3n12)Nc1ccc(F)cc1 | -5 | i | -2.4 | -31 | i | -2 | i | i | -60 | i | i
CCOC(=O)C(=CNCC(=O)O)C(=O)OCC | 0 | i | -0.3 | -1 | i | 1 | i | i | -4 | i | i
CC(CCc1ccccc1)NCC(O)c1cccc([N+](=O)[O-])c1 (stereo not drawn) | -4 | i | -1.3 | 9 | i | 8 | i | i | -29 | i | i
CS(=O)(=O)c1nc(S(=O)(=O)c2ccc(Cl)cc2)c(N2CCN(CCO)CC2)s1 | 3 | i | 0.0 | 11 | i | -12 | i | i | -14 | i | i
O=C(Oc1ccc(=O)n(-c2ccccc2)n1)c1ccc(Cl)cc1 | -1 | i | -0.2 | 24 | i | -5 | i | i | -36 | i | i
Cc1ncc([N+](=O)[O-])n1CC(=O)Nc1cc(Cl)ccc1Cl | -2 | i | -0.7 | -8 | i | -6 | i | i | -14 | i | i
Cn1c(COc2ccc(F)cc2)nc2ccccc21 | -3 | i | 4.2 | -121 | i | -6 | i | i | -163 | i | i
COc1ccc(N=Nc2c(C)[nH][nH]c2=O)cc1 | -7 | i | 1.0 | -31 | i | 0 | i | i | -44 | i | i
NC(=O)C1=C[C@H](c2ccc(C(F)(F)F)cc2)C[C@H](OCc2ccc(CO)cc2)O1 | 1 | i | 0.3 | 0 | i | -1 | i | i | -25 | i | i
COC(=O)C1=C(C)N(Cc2ccccc2)C(=NCCCCO)N[C@H]1CCc1ccccc1 | 0 | i | -0.4 | -3 | i | 4 | i | i | -15 | i | i
O=C(COC(=O)c1ccccn1)NNC(=O)c1ccc([N+](=O)[O-])cc1 | 20 | i | -0.3 | 0 | i | · | i | i | · | i | i
CCCCc1cc2c(cc1NC(=O)CN1CCCCC1)OCCO2 | 6 | i | -0.3 | 7 | i | 2 | i | i | 4 | i | i
COc1ccc(CCNC(=O)c2ccc3c(c2)NC(=O)C(CSCc2cc(C)ccc2C)N3)cc1OC (stereo not drawn) | 5 | i | -0.6 | 14 | i | -3 | i | i | -7 | i | i
COc1cccc(C(=O)Nc2nnc(S(=O)(=O)N3CCOCC3)s2)c1 | 30 | i | -0.7 | -28 | i | -3 | i | i | -9 | i | i
CN(C)CCOc1ccc2c(c1)Sc1ccccc1CC2=O | 5 | i | 0.0 | -5 | i | -6 | i | i | -28 | i | i
CCOC(=O)c1[nH]c(=O)[nH]c1CSCCO | -2 | i | -0.3 | -27 | i | -2 | i | i | -20 | i | i
Cc1cc(Nc2ccccc2)cc(=O)n1C | 2 | i | 41* | -10 | i | · | i | i | · | i | i
O=C(NC1CCCC1)C(c1ccccn1)N(C(=O)c1csnn1)c1ccccc1Cl (stereo not drawn) | 2 | i | 0.0 | 1 | i | -4 | i | i | -18 | i | i
CN(CC(=O)Nc1cccc(F)c1)C(=O)c1cccc(S(=O)(=O)N2CCN(c3ccccc3)CC2)c1 | 23 | i | 0.9 | 6 | i | 0 | i | i | 8 | i | i
CCOc1ccccc1OCCCNCc1ccco1 | 1 | i | 1.7 | 13 | i | -6 | i | i | -10 | i | i
COCCNC(=O)c1ccc2c(c1)S(=O)(=O)c1ccccc1C2=O | 2 | i | 0.1 | 4 | i | · | i | i | · | i | i
CC(C)NC(=O)COC(=O)c1ccccc1Oc1ccccc1 | -3 | i | -15 | 1 | i | 9 | i | i | -10 | i | i
Cc1ccc(S(=O)(=O)NCc2cn3c(C)csc3n2)cc1 | -15 | i | -0.2 | -20 | i | 1 | i | i | -1 | i | i
COc1ccc(NC(=O)CC2C(=O)NCCN2C(=O)c2ccc(Cl)cc2)cc1 (stereo not drawn) | -1 | i | -0.6 | 0 | i | 1 | i | i | -69 | i | i
OC1C2(Cc3ccccc3)CN3CCN(C2)CC1(Cc1ccccc1)C3 (stereo not drawn) | -3 | i | 2.4 | -1 | i | -3 | i | i | 4 | i | i
COc1ccc(N(C(=O)Cc2cccs2)C(C(=O)NC2CCCC2)c2ccncc2)cc1 (stereo not drawn) | -2 | i | 0.8 | -20 | i | 1 | i | i | -12 | i | i
Cc1ccc(NC(=O)CCCCCN2C(=O)[C@@H]3Cc4ccccc4CN3C2=O)c(C)c1 | -8 | i | -0.1 | 12 | i | -10 | i | i | -43 | i | i
CCOC(=O)N1CCN(Cc2nc(N)nc(Nc3ccccc3C)n2)CC1 | 5 | i | -0.5 | -10 | i | 3 | i | i | -4 | i | i
Cc1ccccc1CSc1nc(C(C)(C)C)cc(=O)[nH]1 | 10 | i | 0.2 | 5 | i | -1 | i | i | -5 | i | i
COc1ccc(CC(=O)NNC(=O)c2nn(Cc3ccccc3)c(=O)c3ccccc23)cc1OC | 6 | i | 0.0 | 14 | i | -7 | i | i | 1 | i | i
O=C(O)CNC(=O)c1cccc(C(F)(F)F)c1 | -8 | i | -0.2 | 13 | i | 4 | i | i | -9 | i | i
N#Cc1c(-c2ccc(F)cc2)cc(C2CC2)nc1SCC(=O)c1cccs1 | -2 | i | 0.0 | 23 | i | 8 | i | i | 2 | i | i

Reprinted from the part before: 2 entries, then new ones.
SMILES | SKKanGAS inh | TRPC4 PAM | HIF activator | aSyn 5UTR inh | TRPC4 agonist | IEC-6 cytotox | TRPC6 inh | TRPC4 block | KLF5 inh | TRPC6 act | MrgX1 antagonist
O=C(O)CNC(=O)c1cccc(C(F)(F)F)c1 | -8 | i | -0.2 | 13 | i | 4 | i | i | -9 | i | i
N#Cc1c(-c2ccc(F)cc2)cc(C2CC2)nc1SCC(=O)c1cccs1 | -2 | i | 0.0 | 23 | i | 8 | i | i | 2 | i | i
O=[N+]([O-])c1ccc(NCCNc2ccc(Cl)nn2)cc1 | -3 | i | -0.3 | 3 | i | 2 | i | i | -35 | i | i
CC(=O)Oc1ccc(N(C(C)=O)S(=O)(=O)c2ccc(Cl)cc2)c2ccccc12 | 3 | i | -34 | 25 | i | -1 | i | i | -28 | i | i
O=C(O)c1ccccc1C(=O)NCC(O)COCC1CC=CCC1 (stereo not drawn) | -1 | i | 0.4 | 34 | i | 1 | i | i | -27 | i | i
Cc1cc(C)nc(/N=C2\NC(=O)CC3C(=O)NCCN23)n1 (stereo not drawn) | -12 | i | -0.5 | 15 | i | -1 | i | i | 15 | i | i
O=[N+]([O-])c1ccc(Sc2ccccc2)nc1 | 4 | i | 0.2 | -6 | i | 3 | i | i | 3 | i | i
O=C(OCc1cc(=O)n2c(n1)sc1ccccc12)c1cccc(O)c1 | 35 | i | 0.6 | -52 | i | -6 | i | i | -14 | i | i
COc1cc(NS(=O)(=O)c2ccc3[nH]c(=O)oc3c2)cc(OC)c1 | -1 | i | 0.2 | 15 | i | -8 | i | i | -3 | i | i
CCOCCCNC(=O)CCc1nnc2n(CCC(C)C)c(=O)c3ccccc3n12 | 3 | i | 1.4 | -6 | i | 12 | i | i | 0 | i | i
CCOc1ccc(/C=N/NC(=O)c2nnn(-c3nonc3N)c2-c2cccs2)cc1 | 38 | i | -0.2 | 19 | i | -6 | i | i | -9 | i | i
Cc1c(NC(=O)Cn2[nH]c(=O)c3ccccc3c2=O)c(=O)n(-c2ccccc2)n1C | 0 | i | 0.1 | 16 | i | 7 | i | i | -28 | i | i
COc1cccc(OC)c1C(=O)Nc1ccc(N2CCCCC2)cc1 | 2 | i | 0.2 | 12 | i | -6 | i | i | -21 | i | i
CC(/C=C/c1ccccc1)=N/NC(=O)C(O)c1ccccc1 (stereo not drawn) | -5 | i | 0.3 | -33 | i | 13 | i | i | -4 | i | i
CC(=O)c1ccc(OCCCCCCCOc2ccc(C(C)=O)cc2)cc1 | -3 | i | -19 | -26 | i | -9 | i | i | -24 | i | i
O=C(/C=C/c1ccccc1Cl)Nn1cnc2ccccc2c1=O | 3 | i | -0.3 | -137 | i | -5 | i | i | -81 | i | i
COC(=O)C1=C(N)OC2=C(C(=O)CCC2)C1c1cccs1 (stereo not drawn) | 12 | i | 0.2 | 2 | i | 3 | i | i | -22 | i | i
CC(OC(=O)CCc1nc2ccccc2[nH]c1=O)C(=O)c1ccccc1 (stereo not drawn) | 2 | i | 0.1 | 10 | i | -1 | i | i | -30 | i | i
Cc1c(C(=O)N(Cc2ccncc2)CC2CCCO2)oc2c(F)cccc12 (stereo not drawn) | 1 | i | -0.1 | 2 | i | 8 | i | i | -34 | i | i
COc1ccc(C2(CNC(C)=O)CCOCC2)cc1OC | 3 | i | -0.2 | 6 | i | 1 | i | i | -23 | i | i
CN(c1ccccc1C(=O)Nc1ccc(S(=O)(=O)N2CCOCC2)cc1)S(C)(=O)=O | 4 | i | -0.5 | -11 | i | 3 | i | i | -7 | i | i
Cc1cccc(N(CC(=O)O)CC(=O)O)c1 | -1 | i | 1.0 | -14 | i | -3 | i | i | -26 | i | i
O=C(CSC1=NCCS1)N1CCCCCC1 | 2 | i | 0.4 | -42 | i | -3 | i | i | -38 | i | i
O=C(NCCO)/C(=C/c1ccc2c(c1)OCO2)NC(=O)c1ccc(Br)cc1 | · | i | 0.1 | 9 | i | 4 | i | i | 5 | i | i

Not a hit list, and some 5.8% of all compounds hit somewhere here.
